E coli growth = bacterial growth inhibition, counter-screen for AddAB inhibitors | hit rate 0.27% among 330,000 | inhibition, % at 11.9 µM | E. coli V3065 growth, OD600 absorbance, 18 h | AID 449728;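 active = inhibition above the campaign's mean inhibition across all tested compounds plus 3 SD, cut at about 9.9% in these data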;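 also: uninfected addAB+ strain grown without phage in ampicillin broth; 0% = DMSO wells and 100% = ciprofloxacin 0.95 µg/ml wells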
OPRM1-OPRD1 inv = inverse agonist of human OPRM1-OPRD1 heterodimerization; P35372+P41143; cell-based MOR-DOR heterodimer luminescence, inverse agonism; inhibition, % at 9.3 µM; hit rate 0.21% among 340,000; in the data active = inhibition above about 22%, passing the limit was not always enough;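 also: 0% = cells with DMSO and 100% = wells without cells with DMSO; values of inactives mirror those of a sister screen read the other way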
PfHsp90 yeast 2 = growth inhibition of yeast expressing Plasmodium Hsp90. hit rate 0.32% among 310,000. S. cerevisiae expressing PfHsp90, BacTiter-Glo ATP, 48 h; yeast lacking PDR1 and PDR3 efflux regulators. AID 504621. inhibition, % at 9.4 µM;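 active = every replicate shows inhibition above about 80%, whatever the replicate mean, limit read from the data; inconclusive = mean inhibition reaches the set limit but some replicate falls short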;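 also: 0% = DMSO neutral controls and 100% = 20 µM radicicol positive controls; yeast relying on Plasmodium falciparum Hsp90 in place of its own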
MOR-DOR ag = OPRM1-OPRD1 heterodimerization agonism | P35372+P41143 | cells, luminescence | activation, % at 9.3 µM | hit rate 0.3% among 340,000; in the data active = activation above about 18%;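 also: 0% = vehicle-treated cells and 100% = reference agonist; values of inactives mirror those of a sister screen read the other way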
Mot1-301 SUMO = SUMOylation pathway inhibition by Mot1-301 growth rescue; S. cerevisiae Mot1-301 growth rescue, ATP luminescence, 38.5C; percent above DMSO median, 100 means doubled; growth rescue, % at 18.8 µM; hit rate 1% among 320,000;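 active = every valid replicate shows activation above 250% relative to neutral control wells; inactive = the rest, any valid replicate at or below 250%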;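 also: OY570 slx delta 5 strain wells were the positive control but not used for scaling; some compounds called inactive have numbers as strong as hits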
Tat export inh = E. coli Tat transport inhibition; hit rate 0.036% among 340,000; inhibition, % at 10 µM; E. coli MC4100 TorA-mCherry Tat export, fluorescence;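 active = mean replicate inhibition at least 50% and at least half of replicates individually reaching 50%; inconclusive = only one of the two criteria met; inactive = neither criterion met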;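 also: exported cargo escapes ClpAP degradation while cytoplasmic cargo is degraded and loses fluorescence; 0% = median of neutral control wells and 100% = median of NaSCN control wells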
PKA-R2B act = PKA-R2B complex activation. P22694+P31323. hit rate 0.079% among 340,000. activation, % at 11.4 µM. PKA-R2B holoenzyme dissociation, Cy5-IP20 fluorescence polarization; R2B truncated from residue 108, S112A mutant; 0% DMSO only, 100% 113 µM cGMP;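 active = activation above a cutoff set at the mean over all compounds plus 3 SD, cut at about 18% in these data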;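 also: higher means more holoenzyme dissociation and a rise in polarization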
Target sequence (P31323 whole entry, looked up, other chains not shown, the tested form may be a part): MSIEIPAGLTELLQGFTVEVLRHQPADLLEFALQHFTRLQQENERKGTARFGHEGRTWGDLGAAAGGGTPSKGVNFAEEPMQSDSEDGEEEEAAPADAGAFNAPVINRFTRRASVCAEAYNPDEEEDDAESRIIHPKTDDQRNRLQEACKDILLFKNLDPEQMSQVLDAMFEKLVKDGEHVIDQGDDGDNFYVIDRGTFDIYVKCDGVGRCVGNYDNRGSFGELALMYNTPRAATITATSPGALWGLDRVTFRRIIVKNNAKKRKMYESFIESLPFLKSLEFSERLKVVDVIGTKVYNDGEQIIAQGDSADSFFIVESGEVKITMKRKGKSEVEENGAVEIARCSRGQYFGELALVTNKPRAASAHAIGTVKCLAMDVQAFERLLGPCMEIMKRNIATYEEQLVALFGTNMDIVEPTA
PKA-R1A act = PKA-R1A complex activation; activation, % at 11.4 µM; PKA-R1A dissociation, Cy5-IP20 fluorescence polarization; scaled: DMSO 0%, 113 µM cGMP 100%; P00514+P68181; hit rate 0.083% among 340,000;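 active = percent activation above the mean of all tested compounds plus 3 SD, cut at about 19% in these data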;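 also: higher means more PKAc released from R1A so a rise in polarization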
AddAB inh = less growth of phage-infected E. coli with AddAB; E. coli expressing H. pylori AddAB, absorbance growth; inhibition, % at 11.9 µM; hit rate 0.29% among 330,000; in the data active = inhibition above about 12%;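 also: 0% = vehicle wells of infected cells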
HTR5A inv ctr = counter-screen for OPRM1-OPRD1 inverse agonists: human HTR5A inverse agonism; HTR5A cell line, luminescence; inhibition, % at 9.3 µM; hit rate 0.083% among 340,000; in the data active = inhibition mostly above about 23%, no sharp cut-off; inactive = mostly below about 18%;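 also: 0% = cells with DMSO and 100% = no-cell wells with DMSO; some compounds called inactive have numbers as strong as hits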
Target sequence (P47898 whole entry, looked up): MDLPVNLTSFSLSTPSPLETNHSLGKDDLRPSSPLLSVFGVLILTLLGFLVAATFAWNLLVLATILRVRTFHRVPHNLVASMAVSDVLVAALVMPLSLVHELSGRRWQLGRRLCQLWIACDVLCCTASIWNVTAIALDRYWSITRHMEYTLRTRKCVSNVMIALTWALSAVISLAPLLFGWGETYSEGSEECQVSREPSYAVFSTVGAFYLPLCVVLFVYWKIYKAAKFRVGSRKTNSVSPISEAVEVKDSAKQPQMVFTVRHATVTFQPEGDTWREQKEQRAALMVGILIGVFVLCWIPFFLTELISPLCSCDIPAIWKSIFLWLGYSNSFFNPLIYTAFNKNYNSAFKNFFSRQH
phage Ecoli inh = E. coli growth loss with phage present. growth absorbance. inhibition, % at 11.9 µM. hit rate 0.26% among 360,000. AID 651602; in the data active = inhibition above about 11%
Numbers without * were called inactive; u = inconclusive; x = not tested or not shown.

mol,E coli growth,OPRM1-OPRD1 inv,PfHsp90 yeast 2,MOR-DOR ag,Mot1-301 SUMO,Tat export inh,PKA-R2B act,PKA-R1A act,AddAB inh,HTR5A inv ctr,phage Ecoli inh
Cc1ccccc1S(=O)Cc1ccc(C(=O)NCCCN2CCCCC2)o1 (stereo not given),-2.5,15.5,3.7,-3.0,-4.5,-2.3,-11.3,7.4,2.9,9.7,1.8
CCOC(=O)c1nc(S(C)(=O)=O)ncc1Cl,0.4,-23.5,22.0,3.9,-7.8,-2.4,-5.2,6.4,-0.3,-8.1,0.9
O=C(O)CC1(CC(=O)N2CCC(C(=O)O)CC2)CCCC1,-3.1,7.8,-0.2,-1.5,-1.6,-1.3,-9.8,-13.1,-2.0,3.4,4.1
Cc1[nH]ccc(=O)c1OCc1ccccc1,1.4,18.5,-6.3,-3.1,-8.6,0.1,13.2,-4.6,2.5,2.7,0.8
O=C(c1cccs1)N1CCC(c2nc3c(nnn3Cc3ccccc3)c(=O)[nH]2)CC1,0.2,-15.5,2.0,3.0,0.9,5.8,-4.7,5.4,0.2,-19.7,2.8
CCOC(=O)NC1(C(F)(F)F)C(=O)N(Cc2ccccn2)C2=C1C(=O)CC(C)(C)C2 (stereo not given),-3.9,21.5,5.1,-4.3,-15.2,10.7,1.6,-0.8,-0.7,6.2,1.1
Cc1cc(C)nc(NN=CC2=C(N3CCOCC3)/C(=C/c3ccc(Cl)cc3)CC2)n1,x,11.1,-2.3,-2.3,x,-2.5,-13.1,-1.3,x,-7.6,1.5
O=C(Cn1cc(C(F)(F)F)cc(Cl)c1=O)NCc1ccc(Cl)cc1,1.9,-5.9,-3.8,0.7,-8.7,-7.3,4.9,-1.7,1.9,3.6,-0.9

The list goes on.
mol,E coli growth,OPRM1-OPRD1 inv,PfHsp90 yeast 2,MOR-DOR ag,Mot1-301 SUMO,Tat export inh,PKA-R2B act,PKA-R1A act,AddAB inh,HTR5A inv ctr,phage Ecoli inh
CCC(=O)Nc1nnc(SCC(=O)Nc2ccc3c(c2)OCCO3)s1,2.4,11.0,0.5,-3.4,5.6,16.2,-2.9,-8.2,-1.7,11.8,0.6
CC(=O)Nc1ccc(/C=N\NC(=O)CNS(=O)(=O)c2ccc([N+](=O)[O-])cc2)cc1,0.3,-54.9,-6.3,8.4,12.9,-0.5,2.0,-3.0,-1.2,5.7,4.4
COc1ccc(OC)c(C(C)NC(=O)C23CC4CC(CC(C4)C2)C3)c1 (stereo not given),-1.3,13.5,8.6,-2.9,-10.4,8.6,-1.5,-9.0,-1.0,-3.0,2.1
Cc1ccc(NC(=S)NCCC(c2ccccc2)c2ccccc2)c(C)c1,6.2,-13.2,-44.2,2.4,-13.4,2.0,-6.1,-0.3,3.6,-7.2,2.9
O=C(COC(=O)c1ccc([N+](=O)[O-])o1)Nc1cccc2ccccc12,1.8,-16.5,-51.1,3.2,-4.4,1.2,-1.0,-6.8,2.2,20.9,3.0
CN1CC(=O)Nc2ccccc2C1=O,-0.2,17.6,2.8,-3.0,-21.3,1.8,-4.0,3.0,-0.1,0.9,1.8
CCOC(=O)c1ccc(NC(=O)c2ccco2)cc1,-0.3,11.8,5.9,-2.3,15.2,-6.2,-8.0,-7.8,4.3,-4.2,0.6
COc1ccc(C2C(C#N)=C(N)Oc3c2sc2nc(C)cc(C)c32)cc1 (stereo not given),-2.8,7.7,7.9,-1.4,-13.1,u,10.0,-0.6,1.8,-19.3,2.0

Next section, overlapping the part above by 2 compounds.
mol,E coli growth,OPRM1-OPRD1 inv,PfHsp90 yeast 2,MOR-DOR ag,Mot1-301 SUMO,Tat export inh,PKA-R2B act,PKA-R1A act,AddAB inh,HTR5A inv ctr,phage Ecoli inh
CCOC(=O)c1ccc(NC(=O)c2ccco2)cc1,-0.3,11.8,5.9,-2.3,15.2,-6.2,-8.0,-7.8,4.3,-4.2,0.6
COc1ccc(C2C(C#N)=C(N)Oc3c2sc2nc(C)cc(C)c32)cc1 (stereo not given),-2.8,7.7,7.9,-1.4,-13.1,u,10.0,-0.6,1.8,-19.3,2.0
CCN1C(=O)/C(=C\N(C(C)=O)c2ccccc2)OC1=S,0.7,7.7,-8.2,-1.4,1.7,3.3,-3.8,-8.4,-0.3,2.8,0.1
CC(C)NC(=O)C(=O)Nc1ccc2c(c1)N(S(=O)(=O)c1cccs1)CCC2,2.0,-7.6,11.1,1.2,11.5,15.8,-5.8,-8.9,3.5,0.6,2.7
CN(C)CCCN(Cc1ccccc1)C(=S)Nc1ccc(OC(F)F)cc1,1.4,11.0,5.0,-2.4,130.5,-2.5,-21.3,-15.8,3.5,-3.2,5.1
C=CCNC(=S)N/N=C/c1ccc(N(CC)Cc2ccccc2)cc1,2.1,-20.2,12.4,4.0,-1.0,-1.7,-16.7,-12.2,3.3,-3.9,0.0
COC1CCCCC1Nc1cccc(SC)c1 (stereo not given),1.7,-22.4,-12.3,3.8,-19.7,-1.1,9.0,-7.9,1.8,-11.7,0.9
CC(C)NC(=O)NC(=O)COC(=O)c1cc(S(=O)(=O)N2CCCCC2)ccc1N1CCOCC1,-0.8,8.9,14.6,-2.7,39.3,-9.0,3.8,-0.1,-0.1,22.8,2.8
CC(CCc1ccccc1)NC(=O)C1CCN(S(=O)(=O)N2CCOCC2)CC1 (stereo not given),-0.6,8.8,36.0,-1.7,-0.6,-2.7,-4.2,3.9,1.1,5.9,3.1
CN(CCCCCCCCCCN(C)C(=O)Oc1cccc([N+](C)(C)C)c1)C(=O)Oc1cccc([N+](C)(C)C)c1,0.2,7.4,6.2,-1.4,x,-1.6,0.1,1.3,-2.9,5.5,4.2

Following part
mol,E coli growth,OPRM1-OPRD1 inv,PfHsp90 yeast 2,MOR-DOR ag,Mot1-301 SUMO,Tat export inh,PKA-R2B act,PKA-R1A act,AddAB inh,HTR5A inv ctr,phage Ecoli inh
Cc1cccc(C(=O)NC(NCc2ccco2)C(Cl)(Cl)Cl)c1 (stereo not given),0.8,-7.5,-3.6,1.3,-14.7,2.1,-8.5,-6.0,1.3,4.5,1.1
O=C(C(=O)N1CCCc2ccccc21)c1c[nH]c2ccccc12,-2.3,-10.3,x,1.7,25.7,5.0,1.5,-2.8,3.2,-14.5,0.9
COc1ccc(Br)c(OC)c1C(=O)NC(=O)Nc1c(F)cccc1F,-1.1,15.4,-19.6,-3.5,47.7,-0.8,-2.5,-6.7,0.2,14.5,1.4
COc1ccc2cc3cc(C(=O)NCCc4ccc(OC)c(OC)c4)oc3nc2c1,-1.2,-18.7,-5.0,3.3,333.3,0.4,1.8,-6.9,0.1,-29.3,2.9
CC(C)(O)c1cc2ccccc2c(=O)o1,2.7,3.4,1.7,-0.6,-3.9,-12.3,8.7,-3.7,4.2,-3.7,3.3
CC(C)N1CCN(Cc2ccoc2)CC1CCO (stereo not given),-1.7,-28.1,7.2,5.4,10.0,-5.0,-0.2,-15.6,-2.1,-25.0,3.9
CCOC(=O)Cc1csc(NC(NC(=O)CC)(C(F)(F)F)C(F)(F)F)n1,0.6,15.1,32.7,-3.6,-1.3,-6.0,8.2,4.7,3.6,14.8,0.0
COc1ccc(C2CC(c3ccc(Br)cc3)=NN2C(=O)CCC(=O)O)cc1OC (stereo not given),2.2,9.5,10.5,-2.1,10.2,4.5,-6.3,-10.0,-0.2,-12.3,1.8

The listing continues:
mol,E coli growth,OPRM1-OPRD1 inv,PfHsp90 yeast 2,MOR-DOR ag,Mot1-301 SUMO,Tat export inh,PKA-R2B act,PKA-R1A act,AddAB inh,HTR5A inv ctr,phage Ecoli inh
COc1ccc(-c2noc(CN3CCCCC3)n2)cc1OC,3.3,12.1,-12.2,-2.3,-18.7,3.9,-4.8,-2.4,0.5,-34.1,2.4
N#C/C(=C/c1ccc(O)cc1)C(=O)NCc1ccc(Cl)cc1,0.4,2.4,103.4*,-0.4,-5.4,5.4,-7.1,-9.1,3.7,6.0,-0.6
Cc1ccc(NC(=O)CN(C)C(=O)c2cccc(S(=O)(=O)N3CCc4ccccc43)c2)cc1,1.1,9.1,x,-2.3,-7.5,2.7,2.2,-2.0,1.4,14.7,1.7
O=C(Nc1ccc(-c2nc3ncccc3o2)cc1)c1ccco1,1.6,2.7,15.4,-0.5,7.8,u,-5.6,-3.6,4.3,-6.7,2.3
CCOc1ccc(CN(CCO)CCO)cc1[N+](=O)[O-],0.4,6.6,26.3,-1.1,-15.9,1.7,1.7,-3.3,-0.2,-12.7,1.6
CCOc1ccc(N2CC(C(=O)Nc3cc(Cl)ccc3-n3cncn3)CC2=O)cc1 (stereo not given),-1.1,3.2,-5.3,-0.5,-13.8,-6.7,-16.0,-3.4,0.8,15.5,1.0
CCN1CCN(C(=O)C2CC(=O)N(c3ccc(Cl)cc3)C2)CC1 (stereo not given),0.3,10.3,13.2,-1.9,-7.6,8.6,-10.2,1.9,-0.2,-5.4,1.0
O=C(CS(=O)(=O)c1cccc(C(F)(F)F)c1)Nc1ccccc1Cl,-1.1,12.8,-13.2,-2.6,8.8,-8.9,-0.1,-4.5,3.4,-2.9,1.7
CCOc1ccc2nc(NC(=O)CN3C(=O)C4CCCCC4C3=O)sc2c1 (stereo not given),2.6,4.7,-36.7,-0.7,72.4,2.3,-10.3,3.2,-0.3,-7.7,1.0
CCCCCCC(=O)N/N=C/c1ccco1,-0.6,-3.8,-5.9,0.8,8.7,-4.3,-5.5,1.4,-0.7,-12.9,1.8
Cc1ccc(Cl)c(NC(=O)COC(=O)CNS(=O)(=O)/C=C/c2ccccc2)c1Cl,2.1,18.6,x,-3.5,5.8,9.4,-18.3,-4.1,1.0,-28.4,0.7

Among those listed so far, 6 contain an aryl methoxy group:
mol,E coli growth,OPRM1-OPRD1 inv,PfHsp90 yeast 2,MOR-DOR ag,Mot1-301 SUMO,Tat export inh,PKA-R2B act,PKA-R1A act,AddAB inh,HTR5A inv ctr,phage Ecoli inh
COc1ccc(OC)c(C(C)NC(=O)C23CC4CC(CC(C4)C2)C3)c1 (stereo not given),-1.3,13.5,8.6,-2.9,-10.4,8.6,-1.5,-9.0,-1.0,-3.0,2.1
COc1ccc(C2C(C#N)=C(N)Oc3c2sc2nc(C)cc(C)c32)cc1 (stereo not given),-2.8,7.7,7.9,-1.4,-13.1,u,10.0,-0.6,1.8,-19.3,2.0
COc1ccc(Br)c(OC)c1C(=O)NC(=O)Nc1c(F)cccc1F,-1.1,15.4,-19.6,-3.5,47.7,-0.8,-2.5,-6.7,0.2,14.5,1.4
COc1ccc2cc3cc(C(=O)NCCc4ccc(OC)c(OC)c4)oc3nc2c1,-1.2,-18.7,-5.0,3.3,333.3,0.4,1.8,-6.9,0.1,-29.3,2.9
COc1ccc(C2CC(c3ccc(Br)cc3)=NN2C(=O)CCC(=O)O)cc1OC (stereo not given),2.2,9.5,10.5,-2.1,10.2,4.5,-6.3,-10.0,-0.2,-12.3,1.8
COc1ccc(-c2noc(CN3CCCCC3)n2)cc1OC,3.3,12.1,-12.2,-2.3,-18.7,3.9,-4.8,-2.4,0.5,-34.1,2.4
